# PGE2 EP2 inh – human EP2 receptor antagonists, primary screen, TR-FRET cAMP, C6 glioma cells. AID 1422, 2008. C6 glioma cells expressing human EP2; cells stimulated with saturating PGE2. actives 0.52% (n = 260,000). inhibition, % at 25 µM. Prostaglandin E2 receptor EP2 subtype (Homo sapiens), P43116;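 active means percent inhibition above 40 after rounding to a whole number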;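 further: rat C6 glioma host cells with rolipram phosphodiesterase inhibitor present; the protocol text gives 20 µM as final concentration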
# 14-3-3 Bad inh – inhibitors of 14-3-3 zeta/Bad binding, primary screen, biochemical, TR-FRET, bovine 14-3-3 zeta; 14-3-3 protein zeta/delta (Bos taurus), P63103; TR-FRET 14-3-3zeta/Dy647-pBad peptide displacement, 1 h; inhibition, % at 21.7 µM; actives 0.71% (n = 220,000); AID 781, 2007;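 active means inhibition above about 70%, limit read from the data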;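 further: 0% = full 14-3-3 plus peptide FRET controls and 100% = background without 14-3-3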
# CHOP inhibitor – inhibitors of CHOP promoter induction, primary screen, cell-based, unfolded protein response, luciferase reporter; CHO-K1 CHOP-promoter luciferase, tunicamycin-induced, 15-18 h; inhibition, % at 10 µM; actives 3.8% (n = 220,000); AID 2732, 2010;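 active means compounds that reduced the stress-induced luciferase reporter signal by more than about 70% of percent inhibition, limit read from the data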;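 further: 0% = tunicamycin plus vehicle and 100% = wells without tunicamycin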
# PPC-1+TRAIL kill – compounds killing PPC-1 cancer cells with TRAIL present, primary screen, TRAIL potentiator project, ATPLite luminescence, uHTS | PPC-1 cells + TRAIL, ATPLite viability luminescence | actives 0.41% (n = 220,000) | cell killing (% activity), % at 4 µM;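 active means cell killing above 50% in the first pass at 4 µM, then a duplicate retest at 5 µM averaging 50% or more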;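 further: plate controls were cells with TRAIL plus DMSO for no effect and medium-only wells lacking cells for full effect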
# NPY1 pot ag – NPY-Y1 receptor potentiators or agonists, primary screen, cell-based | Neuropeptide Y receptor type 1 (Homo sapiens), P25929 | actives 0.37% (n = 220,000) | AID 1304, 2008 | activation, % at 3.6 µM | NPY-Y1 expressing cells, potentiator/agonist activation; in the data active means activation above about 33%, passing the limit was not always enough;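 further: cells stimulated with NPY at EC10 then isoproterenol at EC100; 0% = low agonist plus stimulus and 100% = saturating agonist plus stimulus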
# Target sequence (P25929 whole entry, looked up): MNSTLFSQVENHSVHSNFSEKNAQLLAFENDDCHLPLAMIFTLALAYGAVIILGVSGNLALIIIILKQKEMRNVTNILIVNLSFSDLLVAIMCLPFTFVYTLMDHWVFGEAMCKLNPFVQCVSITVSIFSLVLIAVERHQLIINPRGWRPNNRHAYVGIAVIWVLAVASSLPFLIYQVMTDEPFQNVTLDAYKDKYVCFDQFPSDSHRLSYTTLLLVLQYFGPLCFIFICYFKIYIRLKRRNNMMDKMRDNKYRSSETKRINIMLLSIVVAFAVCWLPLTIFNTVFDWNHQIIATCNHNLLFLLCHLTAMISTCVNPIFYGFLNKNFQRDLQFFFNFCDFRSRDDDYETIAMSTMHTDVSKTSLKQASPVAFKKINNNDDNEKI
# EP2 mod – EP2 receptor modulators, cAMP readout, primary screen, cell-based, HTRF cAMP, PGE2 stimulation; Prostaglandin E2 receptor EP2 subtype (Homo sapiens), P43116; EP2-expressing cells, cAMP HTRF FRET, PGE2 co-stimulation; induction, % at 25 µM; actives 0.83% (n = 260,000);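 active means compounds whose cAMP rise, as percent of the full-agonist control response, exceeds 60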;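 further: rat C6 glioma line stably carrying human EP2 under a CMV promoter; the protocol text gives 20 µM as final concentration; 100% = response of wells given 1 µM PGE2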
# zfTRPN1 agonist – zebrafish TRPN1 channel agonists, primary screen, cell-based, HEK293, calcium fluorescence; activation, % at 3 µM; actives 0.18% (n = 220,000); HEK293 zebrafish TRPN1-YFP, Fluo-8 calcium fluorescence; 100% = response to 87 µM carbachol; AID 1424, 2008;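 active means activation above its plate's cutoff, the mean activation of test wells on that plate plus 3 SD, cut at about 19% in these data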;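 further: 0% = DMSO alone and 100% = 87 µM carbachol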
#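 Control set: carbachol 87 µM as high control, DMSO as low control; system: HEK293 stable line with zebrafish TRPN1-YFP; read-out: % activation versus carbachol response; detection: intracellular calcium fluorescence with Fluo-8; doses: single test compound dose, 3 µM nominal, 0.3% DMSO; schedule: dye 1 h 37 °C plus 30 min RT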
# NPY-Y1 antag – NPY-Y1 receptor antagonists, primary screen, cell-based. inhibition, % at 3.6 µM. HEK293-CNG Y1 cells, membrane potential fluorescence; NPY at EC95, then isoproterenol. AID 1040, 2008. actives 1% (n = 200,000);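 active means inhibition above the campaign mean inhibition of all tested compounds plus 3 SD, cut at about 20% in these data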;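 further: 0% = DMSO wells given NPY plus isoproterenol and 100% = isoproterenol alone without NPY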
#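 Test system – HEK293 Y1/CNG channel cell line · Also added – NPY agonist 25 nM, then isoproterenol 1 µM plus Ro 20-1724 25 µM · Compound dosing – one concentration, 3.6 µM, in 0.4% DMSO · Schedule – compound incubation 1 h at room temperature, readout 45 min post-stimulation · Technique – fluorescence, membrane potential probe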
# TRPML3 ag – human TRPML3 channel agonists, primary screen, cell-based, HEK293 TRPML3-YFP, Fluo-8 calcium fluorescence, 3 µM; Mucolipin-3 (Homo sapiens), Q8TDD5; 100% = the carbachol control signal; activation, % at 3 µM; actives 0.29% (n = 220,000); AID 1448, 2008;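 active means activation above its plate's cutoff, the mean activation of the plate's test wells plus 3 SD, cut at about 12% in these data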;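 further: 0% = DMSO only wells and 100% = carbachol wells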
# Target sequence (Q8TDD5 whole entry, looked up): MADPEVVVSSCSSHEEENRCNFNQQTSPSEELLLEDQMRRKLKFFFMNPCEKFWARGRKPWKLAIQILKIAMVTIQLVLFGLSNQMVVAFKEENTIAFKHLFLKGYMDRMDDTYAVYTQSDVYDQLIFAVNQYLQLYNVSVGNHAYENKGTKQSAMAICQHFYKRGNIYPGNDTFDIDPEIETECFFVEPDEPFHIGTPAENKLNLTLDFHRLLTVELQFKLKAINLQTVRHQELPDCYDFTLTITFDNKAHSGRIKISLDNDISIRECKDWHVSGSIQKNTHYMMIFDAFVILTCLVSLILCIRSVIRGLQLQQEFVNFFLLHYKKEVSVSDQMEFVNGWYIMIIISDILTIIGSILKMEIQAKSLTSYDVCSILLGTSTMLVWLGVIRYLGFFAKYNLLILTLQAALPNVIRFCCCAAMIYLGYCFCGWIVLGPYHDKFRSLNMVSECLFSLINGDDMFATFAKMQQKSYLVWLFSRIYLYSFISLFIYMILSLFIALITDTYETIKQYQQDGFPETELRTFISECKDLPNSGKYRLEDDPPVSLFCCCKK
#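 Test system: TRPML3-YFP stable HEK293 cells. Doses: single point at 3 µM. Incubation: dye loading 1 h 37 °C then 30 min ambient, 125 s read. Signal: Fluo-8 calcium dye fluorescence, ex 470-495, em 515-575 nm. Measure: percent activation from peak-to-basal fluorescence ratio, scaled between DMSO and carbachol.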
# Starred values were filed as active, the others as inactive; nt = no result given; [ ] = remark or other dose. An excerpt (hit frequency here may not be typical).
# Under each structure – PGE2 EP2 inh	14-3-3 Bad inh	CHOP inhibitor	PPC-1+TRAIL kill	NPY1 pot ag	EP2 mod	zfTRPN1 agonist	NPY-Y1 antag	TRPML3 ag
1. CCS(=O)(=O)N1CCCC(C(=O)NCc2ccc3c(c2)OCO3)C1 (centres undefined)
  10	11	5	13	18	25	0.3	4	0.2
2. CC(=O)C1=C(C)OC(N)=C(C#N)C1c1cccc([N+](=O)[O-])c1 (centres undefined)
  4	3	0	36	-9	-6	-2.1	-8	-0.3
3. CCC(=O)NC(c1ccccc1)c1nc2ccccc2[nH]1 (centres undefined)
  7	1	7	41	-3	1	-0.2	10	-0.3
4. O=C(O)C1Cn2c(nc3c(c2=O)C2(CCCC2)Cc2ccccc2-3)S1 (centres undefined)
  10	4	-12	3	14	-15	-0.7	-2	0.8
5. COc1cc(C(=O)O)nc2ccccc12
  21	46	22	24	-5	2	-0.3	10	-0.8
6. Cc1ccc(NC(=O)c2ccc(C#CC3(O)CCCCC3)cc2)cc1C
  5	-6	101*	25	-8	19	1.4	1	0.5
7. C[C@H](NS(=O)(=O)c1ccc(Cl)cc1)C(=O)OCC(=O)c1ccc[nH]1
  6	-2	15	13	25	-13	2.1	nt	1.0
8. Cn1c(=O)oc2cc(S(=O)(=O)NCCC(=O)N3CC=C(c4ccccc4)CC3)ccc21
  4	-2	23	5	20	-8	0.1	0	1.0
9. COc1ccc(OC)c2sc(N3CCc4ccccc4C3)nc12
  6	-13	8	13	-15	19	-1.1	1	-0.6
10. c1ccc(-c2csc3nnc(SCc4ccc5c(c4)OCCO5)n23)cc1
  22	-1	8	-5	9	2	-1.4	-1	-1.1
11. Brc1ccc(-c2nnc(SCCC3OCCCO3)o2)cc1
  15	1	21	7	-39	5	1.1	7	-0.1
12. c1ccc(OCc2nn3c(-c4ccccn4)nnc3s2)cc1
  11	8	-18	20	8	5	-0.3	0	-0.6
13. COc1ccc(-c2cc(CCCC(=O)NCc3ccccn3)no2)cc1
  5	5	54	34	-12	-7	3.6	3	1.4
14. CCc1ccc(CNc2ccc(N3CCN(C(C)=O)CC3)cc2)cc1
  15	-4	-6	9	23	-21	-0.7	6	0.3
15. COc1ccc(S(=O)(=O)N2CCCCC2)cc1NC(=O)CSc1nccn1C
  3	-22	19	34	4	32	0.5	2	0.0
16. Cc1ccccc1Nc1ncnc(N)n1
  4	0	3	7	9	5	-0.6	-2	1.2
17. CC(=O)OCC(=O)Nc1ccc(Br)c(C)c1
  3	4	3	12	-5	-17	1.4	-4	1.8
18. CC(C)(C)NC(=O)C(c1ccccc1)N(Cc1ccco1)C(=O)c1csnn1 (centres undefined)
  9	0	28	0	-13	23	-0.7	2	0.2
19. O=C(CN1C(=O)c2ccccc2C1=O)NN1C(=O)c2ccccc2C1=O
  10	-6	-3	nt	4	17	1.2	5	0.1
20. O=C(Nc1ccc2c(c1)OCCO2)C1CCN(c2cnccn2)CC1
  15	-5	24	20	-10	31	0.7	1	0.6
21. COC(=O)c1ccc(-c2nc(-c3ccc(Br)o3)no2)cc1
  6	10	-36	17	5	-2	0.1	1	0.9
22. O=C(O)CC1(CC(=O)Nc2ccc3c(c2)OCCCO3)CCCCC1
  16	-11	-5	12	4	-21	-0.5	nt	1.1
23. O=S(=O)(NCc1ccccc1)c1ccc(S(=O)(=O)NCC2CCCO2)cc1 (centres undefined)
  11	-7	13	-3	15	-37	-0.1	-13	0.2
24. CCOc1cc2nc(-c3ccc(OC)c(OC)c3)nc(N3CCOCC3)c2cc1OC
  13	8	13	8	-1	14	0.7	-6	0.2
25. Cc1ccc2c(C)c(C(=O)N3CCC(N4CCC(C(=O)NC5CC5)CC4)CC3)oc2c1
  8	-2	26	1	-16	-16	0.0	nt	1.0
26. CCOC(=O)c1c(C)c(C(=O)N2CCN(c3ccccc3)CC2)c(C)n1C
  2	-7	9	-8	10	-74	0.5	-4	-0.1
27. Cc1cccc(NC(=S)N/N=C/c2cccn2Cc2ccc(F)cc2)c1
  4	-13	60	1	26	48	0.1	1	-0.3
28. Cc1ccc(S(=O)(=O)Nc2ccc(-c3nc4ccc(C)cc4s3)cc2)cc1
  10	-13[fluorescence artefact?]	87*	3	26	-5	-0.1	1	0.9
29. O=C1NC(=O)C2(COC(c3cccc([N+](=O)[O-])c3)OC2)S1 (centres undefined)
  1	-5	3	2	5	23	1.6	5	1.3
30. Cc1ccc(CNC(=O)C2CCN(S(=O)(=O)c3cccs3)CC2)o1
  10	9	31	-4	10	-1	0.6	-5	0.4
31. Cc1cccc(N2CCN(c3ccc(N4C(=O)CCCC4=O)cc3[N+](=O)[O-])CC2)c1C
  5	7	84*	10	-4	-13	0.7	3	1.1
32. O=C(NCCCN1CCOCC1)c1ccc(CNS(=O)(=O)c2ccc(Br)cc2)cc1
  6	-3	12	32	-34	16	0.3	4	-0.2
33. C(#Cc1ccccc1)C[N+]1(CC#Cc2ccccc2)CCCC1
  9	-15	12	2	-5	-17	1.2	8	0.8
34. COc1ccc(N=C(N)N=C(N)N)c(OC)c1
  5	11	-5	26	-2	1	1.9	-1	0.6
35. C=CCN(CCNP(=O)(OCC)OCC)CP(=O)(OCC)OCC
  7	1	-10	15	-14	-13	1.1	-3	-0.6
36. CCCCN(CC)C(=O)CN(C)S(=O)(=O)c1cccc2nsnc12
  9	3	7	-27	-4	20	-0.5	-4	0.5
37. COc1cc(C)c(S(=O)(=O)Nc2ccc(CC(=O)O)cc2)cc1C
  8	4	24	19	26	6	0.0	0	-0.6
38. CC(=O)N1CCc2cc(S(=O)(=O)NC(CC(C)C)C(=O)N3CCn4c3nc3ccccc34)ccc21 (centres undefined)
  7	-7	35	2	-5	17	0.2	0	0.8
39. COc1cc(S(=O)(=O)Nc2ccncc2)ccc1F
  4	1	16	7	-10	-24	-0.3	0	0.2
40. CC1CN(c2oc(-c3ccccc3Cl)nc2C#N)CC(C)O1 (centres undefined)
  8	nt	37	-35	0	-1	-0.6	4	-0.6
41. Cc1ccc(OCC(=O)NCc2cccs2)cc1
  3	3	17	16	-17	-9	-0.3	11	0.2
42. Nc1cc(Cl)ccc1N1CCCCCC1
  10	1	35	27	9	29	-1.0	5	0.6
43. COc1ccccc1NC(=O)c1ccc(NC(=O)COC(=O)C2CC2C)cc1 (centres undefined)
  1	-4[fluorescence artefact?]	1	11	-7	-3	0.7	4	0.0
44. CCC(=O)N1CCc2cc(S(=O)(=O)NCCCN(CC)Cc3ccccc3)ccc21
  9	6[fluorescence artefact?]	-20	20	3	-4	-0.8	4	0.3
45. CCC(CC)C(=O)Nc1cc(C(=O)OC)cc(C(=O)OC)c1
  13	6	28	27	-23	-10	-0.1	-9	0.0
46. CC(C)c1ccc(-c2csc(NC(=O)c3cccs3)c2C(=O)O)cc1
  5	-3	-2	15	-13	-28	-0.8	-2	0.2
47. O=C(Nc1c2c(nc3ccccc13)CCCC2)c1cccc([N+](=O)[O-])c1
  12	-9	34	14	-16	18	-1.0	3	0.3
48. CCc1ccc(N2C(=O)c3ccc4c5c(ccc(c35)C2=O)CC4)cc1
  7	8	-27	-4	11	13	0.5	2	0.5
49. COc1ccc(CCNC(=O)CC2Nc3ccccc3NC2=O)cc1 (centres undefined)
  12	-28	12	30	-7	-7	1.5	-4	-0.4
50. CCC1(C)Cc2c(sc3c2c(=O)n(C)c2nnc(SCCc4ccccc4)n32)CO1 (centres undefined)
  12	8[fluorescence artefact?]	3	14	7	57	1.5	1	1.0
51. N#CCSc1ncnc2c1cnn2CCO
  8	0[fluorescence artefact?]	14	-4	-29	-2	0.2	5	0.0
52. CC(NC(=O)COC(=O)/C=C/c1ccc(Cl)cc1)c1ccccc1 (centres undefined)
  5	-1	53	15	-7	13	1.0	3	-0.3
53. O=C(CSc1n[nH]c(-c2cc(Cl)ccc2Cl)n1)NCCN1C(=O)CSC1=O
  5	1	-25	19	-8	7	0.1	-4	-0.6
54. Cc1ccccc1NC(=S)NNC(=O)c1cccnc1
  11	-4	9	10	2	49	1.7	-2	0.8
55. O=c1[nH][nH]c(-c2ccccc2)c1C=Nc1ccccc1
  nt	-1	16	16	-5	-33	0.7	2	0.5
56. COc1ccc(CN2CCN(C(=O)c3cc(OC)c(OC)c(OC)c3)CC2)cc1OC
  9	21	-21	-1	-7	0	1.1	-1	-0.3
57. CC(=O)C(Sc1ncnc2sc3c(c12)CCCC3)C(C)=O
  7	-6	67	17	-1	8	-1.9	0	-0.7
58. Brc1cccc2sc(N3CCCC3)nc12
  10	4	3	-4	-1	-40	-1.4	3	0.9
59. O=c1cc(CSc2nnc(COc3ccccc3Cl)o2)nc2sccn12
  5	17	31	-8	-21	-5	0.8	5	0.1
60. CCOC(=O)C1=C(C)N(C)C(=O)NC1c1ccc(C)s1 (centres undefined)
  27	-6	-5	2	-10	-4	-0.9	-2	-0.8

# 2 entries drawn at random from the list so far:
# Under each structure – PGE2 EP2 inh	14-3-3 Bad inh	CHOP inhibitor	PPC-1+TRAIL kill	NPY1 pot ag	EP2 mod	zfTRPN1 agonist	NPY-Y1 antag	TRPML3 ag
54. Cc1ccccc1NC(=S)NNC(=O)c1cccnc1
  11	-4	9	10	2	49	1.7	-2	0.8
55. O=c1[nH][nH]c(-c2ccccc2)c1C=Nc1ccccc1
  nt	-1	16	16	-5	-33	0.7	2	0.5

# Later entries.
# Under each structure – PGE2 EP2 inh	14-3-3 Bad inh	CHOP inhibitor	PPC-1+TRAIL kill	NPY1 pot ag	EP2 mod	zfTRPN1 agonist	NPY-Y1 antag	TRPML3 ag
61. CCOP(=O)(c1ccccc1)C(O)c1ccccc1 (centres undefined)
  4	-15	19	8	-20	16	2.1	-2	1.6
62. S=c1[nH]nc(-c2cccnc2)n1-c1ccccc1
  2	-7[fluorescence artefact?]	-2	17	-3	27	0.5	5	0.1
63. Cc1cc(C)nc(NS(=O)(=O)c2ccc(NC(=S)NC(=O)c3cccnc3)cc2)n1
  9	5	-14	15	-15	-74	1.5	-3	0.9
64. Cc1ccc(-c2cc(C(=O)N/N=C/c3ccco3)n[nH]2)s1
  7	1[fluorescence artefact?]	-15	-22	-28	-7	1.3	-3	0.7

# High-throughput results: PubChem, several laboratories
